TNFa cytotox: cytotoxicity in TNFa-stimulated HUVEC, primary screen, cytotoxicity control for VCAM1 expression modulator project, imaging, Hoechst nuclei count | HUVEC TNFalpha-stimulated, Hoechst cell count | cell count reduction, % at 2 µM | 93,000 compounds, 0.17% hits;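 active = cell count reduction exceeding the screen mean by over 5 SD, scaled to untreated wells per plate, cut at about 78% in these data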;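 note: cells counted after 24 h of TNF alpha exposure following the 1 h pretreatment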
Smad3 inh: Smad3/FoxH1 peptide binding inhibitors, primary screen, biochemical, TR-FRET. Mothers against decapentaplegic homolog 3 (Homo sapiens), P84022. TR-FRET Smad3/Dy647-FoxH1 peptide binding, europium anti-His. inhibition, % at 25 µM. 88,000 compounds, 0.29% hits;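 active = compounds that reduce the energy-transfer binding signal between the protein and its labelled peptide by more than half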;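 note: 0% = Smad3 plus labelled peptide maximal FRET and 100% = peptide-only background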
Lung fibro prol: antiproliferative effect on LL 47 fibroblasts – human, LL 47 cells, CellTiter-Glo luminescence, primary screen | viability, % at 10 µM | LL 47 human lung fibroblast viability, ATP luminescence; active compounds read low | 85,000 compounds, 1.1% hits | AID 719, 2007;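 active = viability at or below 50% in the single dose screen; inactive = viability above 50%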;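 note: compound exposure lasted 72 h before the ATP readout; 100% = median luminescence of untreated cell-only wells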
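Test system: LL 47 human lung fibroblasts / Quantity: 1,150 cells in each well / Medium: IMEM growth medium with 15% fetal bovine serum / Incubation: 72 h compound exposure at 37 °C after overnight plating / Detection: CellTiter-Glo luminescence measuring cellular ATP / Read-out: % viability versus median cells-only luminescence / Benchmarks: cell-only wells, no compound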
HUVEC tox IL1B: cytotoxicity in IL-1B stimulated HUVEC, primary screen, cytotoxicity control for IL-1B NFkB translocation project, imaging, Hoechst nuclear count, IL-1B stimulus | 94,000 compounds, 0.41% hits | HUVEC cell count loss | AID 845, 2007 | cell count reduction, % at 2 µM;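 active = cell count reduction more than 3 SD above the screen-wide mean, cut at about 70% in these data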;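 note: normalized per plate to untreated control cells as the no-loss baseline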
PTK2B oligo ant: antagonists of Pyk2 self-association, primary screen, Q293 cells, FERM NanoBiT luminescence, HTS; z-score (the deposit names both 25 µM and 10 µM); active compounds read low; 99,000 compounds, 0.83% hits;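 active = Z-score of -3 or lower, scaled per plate to the spread of control and sample wells; inactive = z-score above -3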;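 note: negative z-score means lost luminescence so less FERM oligomerization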
Target sequence (Q14289 whole entry, looked up): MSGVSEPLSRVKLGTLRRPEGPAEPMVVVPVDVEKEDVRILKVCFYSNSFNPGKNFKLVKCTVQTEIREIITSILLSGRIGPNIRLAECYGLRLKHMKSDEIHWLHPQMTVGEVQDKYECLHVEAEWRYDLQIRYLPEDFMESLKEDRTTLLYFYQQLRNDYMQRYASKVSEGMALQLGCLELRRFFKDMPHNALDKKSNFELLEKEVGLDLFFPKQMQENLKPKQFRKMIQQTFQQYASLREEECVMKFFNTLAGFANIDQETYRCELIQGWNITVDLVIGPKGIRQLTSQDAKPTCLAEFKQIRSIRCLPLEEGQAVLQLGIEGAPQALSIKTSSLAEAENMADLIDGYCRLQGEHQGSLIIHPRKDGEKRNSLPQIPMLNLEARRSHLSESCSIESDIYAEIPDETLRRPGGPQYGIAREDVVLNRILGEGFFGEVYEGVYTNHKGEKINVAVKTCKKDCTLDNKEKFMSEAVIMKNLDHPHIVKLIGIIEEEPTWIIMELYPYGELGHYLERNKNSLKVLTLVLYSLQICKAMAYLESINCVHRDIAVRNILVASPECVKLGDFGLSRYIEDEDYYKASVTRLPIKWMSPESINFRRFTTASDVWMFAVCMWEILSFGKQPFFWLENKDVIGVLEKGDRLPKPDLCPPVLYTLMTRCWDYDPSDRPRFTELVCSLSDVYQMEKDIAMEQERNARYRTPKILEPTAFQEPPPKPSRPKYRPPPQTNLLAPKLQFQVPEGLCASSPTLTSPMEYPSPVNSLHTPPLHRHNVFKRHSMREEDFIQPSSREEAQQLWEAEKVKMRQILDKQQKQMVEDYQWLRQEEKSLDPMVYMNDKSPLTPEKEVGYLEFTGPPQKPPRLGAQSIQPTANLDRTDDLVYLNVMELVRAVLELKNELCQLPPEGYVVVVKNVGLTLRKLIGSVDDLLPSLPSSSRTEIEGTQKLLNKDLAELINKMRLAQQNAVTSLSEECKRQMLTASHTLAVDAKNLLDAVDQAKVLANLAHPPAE
HUVEC prolif 384: inhibitors of HUVEC proliferation, primary screen, cell-based, 384-well; CellTiter-Glo luminescence, 72 h; active compounds read low; viability, % at 10 µM (by protocol); AID 648, 2007; 86,000 compounds, 1.1% hits;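 active = viability at or below 30%; inactive = viability above 30%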;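 note: 100% = median luminescence of DMSO-only cell control wells on each plate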
VCAM1 TNFa inh: inhibitors of TNFa-induced VCAM1 expression, primary screen, imaging, HUVEC, TNFa stimulus, immunofluorescence. 95,000 compounds, 0.48% hits. inhibition, % at 2 µM. HUVEC TNFa-induced VCAM-1 immunofluorescence, high-content imaging;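 active = inhibition above the batch mean plus 3 SD, with images confirmed as a hit by eye, cut at about 37% in these data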;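 note: 0% = TNF-stimulated DMSO wells and 100% = unstimulated control wells; not every result past the cut was called active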
cytoskel mod: modifiers of F-actin cytoskeleton organization, primary screen, imaging, HUVEC, phalloidin staining, high-content imaging | inhibition, % at 2 µM | HUVEC TNFa F-actin phalloidin imaging | AID 836, 2007 | 91,000 compounds, 0.18% hits;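 active = inhibition above the batch mean plus 3 SD and confirmed as a hit by visual image inspection, cut at about 30% in these data, passing the limit was not always enough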; note: strong numbers were not always called active
H69AR growth 86K: proliferation blockers of H69AR lung cancer cells, primary screen, cell-based, human, 86K library; H69AR lung tumor viability, ATP luminescence, 72 h; active compounds read low; viability, % at 10 µM; 85,000 compounds, 6% hits; AID 598, 2007;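 active = viability at or below 40%; inactive = viability above 40%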;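 note: multidrug resistant small cell line overexpressing MRP-1 efflux transporter; 100% = mean luminescence of untreated control wells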
The depositor's hits bear a star; . = no result given; [ ] = another dose, or the depositor's remark. This is a subset; the hit share may differ from the screen's.

SMILES | TNFa cytotox | Smad3 inh | Lung fibro prol | HUVEC tox IL1B | PTK2B oligo ant | HUVEC prolif 384 | VCAM1 TNFa inh | cytoskel mod | H69AR growth 86K
COCc1cc(C)nc2sc(C(=O)NC3CCCCC3)c(N)c12 | 6 | . | . | 17 | 1.1 | . | -5 | 2 | .
CCCCC1CCC(/C(N)=N/O)CC1 (stereo not drawn) | 4 | 15 | . | -20 | 0.57 | 85 | 20 | 17 | 27*
CCCCCCNC(=O)C(C(=O)OCC)C1CCCCC1 (stereo not drawn) | -8 | -9 | 106 | -13 | -0.2 | 105 | 13 | -17 | 74
c1ccc(-c2nc(CSc3nnc(-c4cccs4)o3)cs2)cc1 | -17 | -1[fluorescence artefact?] | 96 | 12 | 1.2 | 96 | -3 | -1 | 76
Cc1ccccc1S(=O)(=O)c1c(C)cc(C)n(CC(C)C)c1=O | -7 | -5 | 102 | . | -0.23 | 94 | 7 | 18 | 64
Cc1ccc(-n2c(COc3c(C)cccc3C)nnc2SCC(=O)Nc2nccs2)cc1 | -14 | 6 | 102 | 4 | 0.1 | 85 | 0 | -2 | 93
COC(=O)c1[nH]c2cccc(Cl)c2c1NC(=O)CN(C)C1CCCCC1 | 15 | 1 | 97 | -8 | -0.38 | 93 | -12 | -4 | 84
Cn1c(=O)c2c(nc(N3CCCC3)n2CC(O)CO)n(C)c1=O (stereo not drawn) | -17 | 11[fluorescence artefact?] | 98 | -26 | 0.77 | 105 | 9 | 46 | 95
O=C(Nn1nnnc1Nc1ccccc1)C12CC3CC(CC(C3)C1)C2 | . | -2 | 97 | . | -0.44 | 80 | . | . | 84
O=C(c1ccc(Br)o1)N1CCN(c2ccccn2)CC1 | . | 8 | 96 | -2 | -0.47 | 88 | -6 | -1 | 86
CCCCCn1c(CN2CCCCC2C)nc2c1c(=O)n(C)c(=O)n2C (stereo not drawn) | -38 | 3 | 97 | -79 | -0.43 | 97 | 12 | . | 89
CC(C)C1C2=C(CC(C)(C)CC2=O)ON1c1ccccc1 (stereo not drawn) | 14 | -5 | 101 | 12 | 0.91 | 119 | 6 | -11 | 64
Cc1cc(/C=C2\C(=N)N3C(SCc4ccccc4)=NSC3=NC2=O)c(C)n1Cc1ccccc1 | -11 | -5[fluorescence artefact?] | 99 | 0 | 0.6 | 35 | 7 | -4 | 51
CCCCNC(=O)Nc1cc(C(=O)OC)ccc1C | 9 | 3 | 99 | -50 | -0.92 | 102 | 12 | -18 | 97
CCOC(=O)c1cnc2nc(NCc3ccc(OC)c(OC)c3)[nH]n2c1=O | -20 | -5 | 105 | -7 | -0.21 | 103 | 10 | 13 | 92
N#CCCn1c(SCC(=O)c2c[nH]c3ccccc23)nc2ccccc21 | -19 | 11 | 103 | 11 | -1.2 | 99 | 18 | 10 | 79
COc1ccccc1N1CCN(C(=O)c2c(C)cc(=O)oc2C)CC1 | -12 | 6 | 102 | . | 1.5 | 102 | 26 | -10 | 101
O=C(CCCCCN1C(=O)CCC1=O)NCc1ccccc1 | -13 | 5 | 93 | -70 | 1 | 94 | 4 | 18 | 77
Oc1ccc(Cl)cc1C1=NCCNC(C(F)(F)C(F)F)=C1 | -16 | 18[fluorescence artefact?] | 88 | 19 | -1 | 81 | 8 | -1 | 90
O=C(C[n+]1cc2ccccc2c2ccccc21)c1ccccc1 | -27 | . | . | 13 | -0.09 | . | -2 | -2 | .
CCCCNc1c([N+](=O)[O-])cc(C)cc1[N+](=O)[O-] | -29 | . | . | -49 | -0.72 | . | 17 | 4 | .
CCCOc1ccc(CNC(=O)Cn2c(=O)oc3ccccc32)cc1 | -22 | -3 | 97 | -69 | . | 103 | 15 | -2 | 100
Cc1cn(C(=O)c2cccc(Br)c2)c(C)n1 | -10 | . | . | -23 | 0.03 | . | -5 | -3 | .
Cc1ccc(-c2nnc(CSc3nc(C(C)C)nc4sc(C)c(C)c34)o2)cc1 | -12 | 7 | 105 | 24 | 0.58 | 91 | -2 | 3 | 103
CCOc1ccc2nc(SCC#N)c(C#N)cc2c1 | -4 | 11[fluorescence artefact?] | 97 | -3 | 0.01 | 93 | -11 | 16 | 91
COc1ccccc1NC(=O)C1=C(C)NC(=O)NC1c1cccc(OC)c1OC (stereo not drawn) | -12 | 2 | 101 | -2 | 0.32 | 98 | 3 | 33 | 86
COc1ccc(C(c2nnnn2C2CCCC2)N2CCC(C)CC2)c(OC)c1 (stereo not drawn) | 0 | 5 | 93 | 0 | -2.7 | 101 | 18 | 4 | 62
O=C(CN(Cc1ccccc1)S(=O)(=O)c1ccccc1)N/N=C/c1ccccc1[N+](=O)[O-] | -3 | . | . | -29 | -0.22 | . | 4 | 0 | .
O=C(c1nc2ncccn2n1)N1CCN(c2ccc(F)cc2)CC1 | -11 | -2 | 98 | -12 | -0.01 | 97 | 21 | 8 | 92
COc1cc(-c2nnc(CSc3nc4ccccc4s3)o2)cc(OC)c1OC | -2 | 9 | 92 | 4 | . | 80 | 8 | -23 | 52
CCN(CC)C(=O)c1ccc(CS(=O)(=O)c2ccc(OC)cc2)o1 | -12 | -9 | 110 | -42 | . | 116 | 8 | 15 | 103
Cc1ccccc1-c1nnc(-c2ccc(Br)cc2)o1 | -44 | -1[fluorescence artefact?] | 93 | 17 | -0.74 | 91 | 0 | 21 | 94
CCN(CC)S(=O)(=O)c1ccc(NC(=O)Cn2c(=O)sc3ccccc32)cc1 | -19 | 7 | 96 | -30 | -0.5 | 84 | 11 | 2 | 74
Nc1nonc1-c1nc2ccccc2n1CC(=O)N/N=C\c1ccc(-c2ccc(Cl)cc2)o1 | 0 | . | . | -106 | 0.26 | . | 14 | -10 | .
COc1cccc(C(=O)Nc2cccc(-c3nc4ncccc4o3)c2C)c1 | 69 | 3 | 99 | 10 | 0.55 | 106 | 94* | -17 | 93
Cc1ccc(-c2nnc(SCC(=O)Nc3sc(C)c(C)c3C#N)n2C)cc1 | -8 | 16 | 97 | -46 | 0.18 | 83 | 13 | -1 | 83
O=C(C1CCN(S(=O)(=O)c2cccc3nsnc23)CC1)N1CCc2ccccc21 | -9 | 4 | . | -18 | 0.68 | 105 | 4 | -27 | 99
Cc1nn(CCc2nn[nH]n2)c2nc(C(F)(F)F)cc(C(F)(F)F)c12 | 0 | -8 | 103 | 12 | 0.36 | 106 | -10 | -13 | 96
COc1ccc(CCC(=O)NCc2ccco2)cc1 | -12 | -3 | 98 | -9 | 0.25 | 102 | 10 | -1 | 87
N#Cc1ccc(-c2ccc(F)cc2)nc1Sc1ccccc1 | -7 | . | . | 14 | 1.6 | . | 5 | -18 | .
Cc1nc2cc(NC(=O)N3CCC(c4ccccc4)C3)ccc2n1C (stereo not drawn) | -32 | -6 | 99 | -2 | 0.37 | 105 | 9 | 9 | 95
c1ccc(-c2nn3nnnc3c3ccccc23)cc1 | 9 | -6 | 104 | 36 | 0.09 | 105 | 11 | -1 | 87
O=S(=O)(c1ccc(Oc2ccccc2)cc1)N1CCOCC1 | -14 | 13[fluorescence artefact?] | 90 | 17 | -1.8 | 113 | 16 | 12 | 92
COc1ccccc1-c1cc(C(=O)NC(C)c2ccccc2)no1 (stereo not drawn) | -11 | 2 | 104 | 2 | -1.5 | 105 | -15 | 17 | 83
O=c1[nH]c(=O)n(Cc2ccco2)c2c1C(C(F)(F)F)(C(F)(F)F)N=C(Cc1ccccc1)N2 | 0 | 17[fluorescence artefact?] | 91 | -6 | -3.7* | 69 | 3 | -9 | 80
COc1ccc(S(=O)(=O)Nc2cc(C)c(O)cc2C(C)C)cc1 | -23 | 5 | 94 | -22 | -1.2 | 96 | 3 | 15 | 95
CCOC(=O)c1sc(NC(=O)c2c(C)nn(Cc3ccccc3)c2C)cc1C | 12 | 3 | 94 | -68 | -1.7 | 60 | 23 | -13 | 13*
COc1ccnc(N=CNOCc2ccc(C)cc2)c1C#N | -23 | 7 | 116 | . | -0.8 | 101 | -3 | 4 | 92
CCCCN(C)Cc1c(O)ccc2c(-c3ccccc3)cc(=O)oc12 | . | . | . | -13 | -1.4 | . | 16 | -1 | .
O=C(COC(=O)C1(c2ccccc2F)CCCC1)N1CCOCC1 | -2 | -3 | 100 | 3 | 0.3 | 102 | -2 | 3 | 101
CN1C(=O)CC(P(=O)(c2ccccc2)c2ccccc2)N(C)C1=O (stereo not drawn) | . | 5 | 100 | . | -0.52 | 96 | . | . | 85
COC(=O)C1=C(N)Oc2cc(C)n(CCc3ccccc3)c(=O)c2C1c1cccnc1 (stereo not drawn) | 17 | 3 | 101 | -10 | 1.1 | 87 | 19 | 14 | 85
COc1ccc(OC)c(Nc2cc(-c3ccccc3)nc(N)n2)c1 | 47 | 3 | 64 | -153 | . | 44 | 8 | -7 | 25*
OCCNc1cc(-n2nc(-c3ccccc3)cc2-c2ccccc2)ncn1 | 14 | 6 | 103 | -2 | -1.6 | 99 | 10 | 17 | 95
CCNS(=O)(=O)c1ccc(S(=O)(=O)N(Cc2ccccn2)C2CCCCC2)cc1 | -26 | 13 | 90 | -38 | -0.19 | 101 | 3 | 12 | 97
CCn1ncc(C2=NOC(C(=O)Nc3c(C)nn(Cc4ccc(F)cc4)c3C)C2)c1C (stereo not drawn) | -31 | -6 | 100 | 2 | . | 104 | 5 | 3 | 80
CCN(Cc1cc2ccccc2[nH]c1=O)C(=O)C1CCCCC1 | -5 | -3 | 102 | 0 | -0.01 | 103 | -4 | -14 | 77
CCOc1ccc(C(C)NC(=O)Nc2ccccc2C(=O)OC)cc1 (stereo not drawn) | -20 | 12 | 107 | -12 | -1.5 | 101 | 6 | 7 | 107
Cc1nc2c(c(=O)n1Cc1ccccc1Cl)c1nc3ccccc3nc1n2Cc1ccco1 | . | 1 | 99 | . | . | 89 | . | . | 74
CCCCn1c(SCC(=O)Nc2nnc(C)s2)nnc1-c1ccoc1C | . | 4 | 94 | -17 | 0.91 | 99 | . | -21 | 99
Fc1ccccc1N1CCN(Cc2nc(-c3ccc(Cl)cc3Cl)no2)CC1 | -10 | 3[fluorescence artefact?] | 98 | 12 | 1 | 104 | 9 | 10 | 104

From PubChem
